# Assay outcomes as filed in PubChem BioAssay.
# Myeloid diff MLP: induction of myeloid progenitor differentiation, primary screen, cell-based, flow cytometry, MLPCN library. ER-HoxA9 myeloid progenitors, lysozyme-GFP differentiation. calls only at 10 µM. 360,000 tested, 1% active. AID 624256, 2012;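 active = normalized GFP-positive differentiation at or above the plate's own cutoff, the solvent-only control mean plus 3 SD; inconclusive = no clear call, values can overlap the other calls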;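 also: cells exposed to compound for four days before flow analysis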
# Myeloid diff MLP GFP+ MAC1+ %: further read-out of Myeloid diff MLP, marked with its call; GFP+ MAC1+ double positive, %; measured here: differentiation confirmed by MAC1 staining
# * = called active by the depositor; i = inactive; ? = inconclusive; . = no result given; & = joins results of further samples. These rows are one share of the data, so the mix of outcomes need not match the whole.
# Fields – Myeloid diff MLP	Myeloid diff MLP GFP+ MAC1+ %
CC1(C(=O)NS(=O)(=O)c2ccc(Br)cc2)CCN1C(=O)Cc1cccs1 (stereo not given)
→ i	0.5
COc1cccc(CC(=O)OCC(=O)c2cc(OC)c(OC)c(OC)c2)c1
→ i	0.3
FC(F)(F)C1=NNC(c2ccc3ccccc3c2)=NN1
→ i	0.3
COc1ccccc1/C=C/C(=O)OCC(=O)NC(=O)NC1CCCC1
→ i	0.0
O=C1[C@H](Oc2ccccc2)[C@@H](c2ccncc2)N1c1ccncc1
→ i	2.2
Cc1ccccc1OCc1nnc(SC(C)C(=O)O)n1-c1ccccc1 (stereo not given)
→ i	0.8
O=C(COC(=O)c1c[nH]c(=O)[nH]c1=O)Nc1cccc([N+](=O)[O-])c1
→ i	0.5
C#CCOCCOCCOCCNc1nc(N2CCN(C(=O)[C@H](CCCCN)n3cc(CN)nn3)CC2)nc(N2CCN(C(=O)[C@H](CCCCN)n3cc([C@@H](N)[C@H](C)CC)nn3)CC2)n1
→ i	2.4
Cc1cscc(C)c1=S
→ i	1.7
O=S(=O)(c1ccc(F)cc1)N1CCN(CCOc2ccccc2)CC1
→ i	0.8
COc1ccccc1NC(=O)C(=O)NCC(c1ccco1)N1CCc2ccccc21 (stereo not given)
→ i	0.6
CN(C)Cc1c[nH]c2nccnc12
→ i	0.6
CN(Cc1ccccc1)S(=O)(=O)c1ccc(NC(=O)c2ccccc2C(=O)O)cc1
→ i	0.8
C[C@@H]1CN([C@H](C)CO)C(=O)CCCn2nncc2CO[C@@H]1CN(C)C(=O)Nc1ccc(N2CCN(C)CC2)cc1
→ i	0.7
O=C(c1nc[nH]c1C(=O)N1CCN(c2ccccc2)CC1)N1CCN(c2ccccc2)CC1
→ i	1.6
O=C(NCc1cccnc1)c1cccc(S(=O)(=O)Nc2cccc(Cl)c2)c1
→ i	0.4
CCCCn1nnnc1C(c1ccccc1)N1CCN(C)CC1 (stereo not given)
→ i	0.9
CCCCCCSc1cccc(-c2nc3ccc(Cl)cn3c2NCCCC)c1
→ i	0.7&1.9
COCCN1C(=O)CN(S(C)(=O)=O)CC1(C)C(=O)Nc1c(C)cccc1C (stereo not given)
→ i	1.6
CC(=O)N1CCN(CCS(=O)(=O)c2ccc(Br)cc2)CC1
→ i	1.0
COc1ccc(NC(=O)CSCC(=O)OCc2cccc(OC)c2OC)cc1
→ i	0.4
Cc1ccc(NC(=O)c2cc(-c3cc(Cl)ccc3C)n[nH]2)cc1NS(C)(=O)=O
→ i	1.2
O=C1CCC([N+](=O)[O-])C(c2ccc(C(F)(F)F)cc2)N1 (stereo not given)
→ i	0.2
C[C@H](CO)N1C[C@H](C)[C@H](CN(C)C(=O)Nc2ccc(C(F)(F)F)cc2)Oc2ncc(-c3cccnc3)cc2C1=O
→ i	0.7
CCn1ncc(CN2CCC(n3nccc3NC(=O)c3ccccc3Cl)CC2)c1C
→ i	1.4
Cc1n[nH]c(=O)n(N=Cc2c[nH]c3ccccc23)c1=O
→ i	1.0
COC(=O)c1c(C)[nH]c(C(=O)COC(=O)Cn2cc(C(F)(F)F)ccc2=O)c1C
→ i	1.1
Cc1ccc(S(=O)(=O)N2CCOCC2)cc1NC(=O)COC(=O)/C=C/c1ccc(F)cc1
→ i	6.3
O=C(O)C(O)(c1ccccc1)C(O)c1ccccc1 (stereo not given)
→ i	0.9
Cc1nn(Cc2ccccc2)c(C)c1C(=O)N1CCN(CC(=O)Nc2ccc(F)cc2)CC1
→ i	0.9
Cc1noc(C)c1CSCC(=O)Nc1ccccc1N1CCCC1
→ i	0.1
C[C@H](CO)N1C[C@H](C)[C@H](CN(C)S(=O)(=O)c2cn(C)cn2)OCc2cnnn2CCCC1=O
→ i	0.5
CCN(CC)C(=O)COC(=O)C1CCN(S(=O)(=O)c2ccc3c(c2)OCCO3)CC1
→ i	1.0
CCCCn1c(N)c(N(CCOC)C(=O)COC(=O)CSc2cc(C)c3ccccc3n2)c(=O)[nH]c1=O
→ i	0.4
Cc1cccc(NC(=O)C(C)Sc2nnc(-c3cccnc3)o2)c1 (stereo not given)
→ i	0.6
CC(C)c1cccc(-c2csc(C(O)c3ccc(F)cc3)n2)c1 (stereo not given)
→ i	1.1
CN(C(=O)c1cccc(NC(=O)Cc2ccc(NC(=O)C3CCN(C(=O)C4CCCCC4)CC3)cc2)c1)C1CCCCC1
→ i	0.2
CCCCN(C(=O)c1cccc(-c2ccc(OC(C)=O)cc2)c1)c1c(N)n(CCC)c(=O)[nH]c1=O
→ i	1.4
CCCN(C(=O)COC(=O)Cn1c(=O)oc2ccccc21)c1c(N)n(Cc2ccccc2)c(=O)[nH]c1=O
→ i	0.5
O=C(NCCC1CCCCN1S(=O)(=O)c1cccs1)C(=O)Nc1ccc(F)cc1F (stereo not given)
→ ?	.
Nc1ccc2c(c1)C(=O)c1ccc(Cl)cc1-2
→ i	1.5
Cc1ccc(C(O)c2ncc(-c3ccccc3Cl)[nH]2)c(C)c1 (stereo not given)
→ i	0.9
CC(C)(C)c1ccc(CC(=O)N2CCC2(C)C(=O)Nc2cccc3c2CCCC3)cc1 (stereo not given)
→ i	0.4
O=C(C[C@H]1C[C@H]2c3cc(NS(=O)(=O)c4ccc(F)cc4)ccc3O[C@H]2[C@H](CO)O1)NCc1cc(F)ccc1F
→ i	0.4
O=C(NC(=S)Nc1ccccc1CO)C1CCCCC1
→ i	1.4
Cc1noc(C)c1NC(=O)Nc1ccc2c(c1)CC(=O)N([C@@H](C)CO)C[C@@H](C)[C@@H](CN(C)C(=O)Nc1cccc3ccccc13)O2
→ i	0.9
COc1ccccc1C=NNc1ccc([N+](=O)[O-])cn1
→ i	0.6
Cc1ccc(C2(c3ccccc3)NC(=O)N(CC(=O)NCc3ccccc3)C2=O)cc1C (stereo not given)
→ i	0.7
O=C(Nc1cccc2ccccc12)c1csc([C@@H]2O[C@H](CO)[C@@H](O)[C@H]2O)n1
→ i	0.7
CCCCCN(C(=O)CCC(=O)OC(C)C(=O)c1ccc(Cl)cc1)c1c(N)n(CCCC)c(=O)[nH]c1=O (stereo not given)
→ i	0.7

# Further entries.
# Fields – Myeloid diff MLP	Myeloid diff MLP GFP+ MAC1+ %
CC(C)=C(c1ccc(Cl)cc1)c1c(N)ncnc1N
→ i	0.7
COc1ccc(N2CCN(C(=O)CSc3nnc(C4CC4)n3C3CC3)CC2)cc1
→ i	0.8
CCN(CC(=O)Nc1ccc(NC(C)=O)cc1)C(=O)/C=C/c1ccccc1
→ i	0.6
C#CCN1CCc2onc(-c3ccccc3OC)c2C1=O
→ i	1.2
O=C(NNC(=O)C1CC1)c1ccc(F)cc1F
→ i	0.8
COc1cccc(NC(=O)CN(C)C(=O)c2ccc3c(c2)C(=O)N(CCC(C)C)C3=O)c1
→ i	1.6
COc1ccccc1N(CC(=O)N1CCCC1)S(=O)(=O)c1cc([N+](=O)[O-])ccc1Cl
→ i	0.6
O=C(N/N=C\c1ccccn1)c1cccc(C(=O)N/N=C\c2ccccn2)n1
→ i	0.2
COc1cccc(CNC(=O)c2ccc(NC(=O)CC3SC(N4CCCCC4)=NC3=O)cc2)c1 (stereo not given)
→ i	1.2
CCc1ccc(C(C)NC(=O)COC(=O)c2ccc(-n3cnnn3)cc2)cc1 (stereo not given)
→ i	0.5
COc1cccc(NC(=O)c2ccc(NS(=O)(=O)c3cccs3)cc2)c1
→ i	0.5
CCC(=O)c1ccc(OCC(=O)OCC(=O)N2CCc3ccccc32)cc1
→ i	0.4
Cc1ccc(S(=O)(=O)Nc2cccc(C(=O)NCC(C)(C)N3CCOCC3)c2)cc1F
→ i	0.6
CC[C@@]1(C(=O)OC)N[C@H](CN(C)C(=O)Nc2ccc(C)cc2)[C@@H]2C(=O)N(Cc3ccccc3)C(=O)[C@@H]21
→ i	0.3
O=C(NN=Cc1cc([N+](=O)[O-])ccc1O)c1cccc2ccccc12
→ i	4.9
O=C(Nc1ccccc1)Nc1ccc(Nc2ccccc2)cc1
→ i	0.1
CCOc1ccc(S(=O)(=O)N2CCCCC2)cc1NC(=O)Cc1cccc(C(F)(F)F)c1
→ i	2.0
CCN1C(=O)C(=O)N(CC(=O)Nc2cccc(C(F)(F)F)c2)C1=O
→ i	0.6
O=c1[nH][nH]c2c1[C@@H](c1ccc(F)cc1)O[C@H](C1CCCCC1)C2
→ i	0.9
Cc1cccc(C(=O)N2CCC(=O)N([C@H](COCc3ccccc3)Cc3ccccc3)CC2)c1
→ i	1.3

# Three entries from above, sorted by the value under Myeloid diff MLP GFP+ MAC1+ %, largest number first:
smiles | Myeloid diff MLP GFP+ MAC1+ %
O=C(NN=Cc1cc([N+](=O)[O-])ccc1O)c1cccc2ccccc12 | 4.9
O=c1[nH][nH]c2c1[C@@H](c1ccc(F)cc1)O[C@H](C1CCCCC1)C2 | 0.9
COc1cccc(NC(=O)c2ccc(NS(=O)(=O)c3cccs3)cc2)c1 | 0.5

# Continuation:
# Fields – Myeloid diff MLP	Myeloid diff MLP GFP+ MAC1+ %
CCNC(=S)N1CCC(C(=O)c2ccc(F)cc2)CC1
→ i	0.5
CC1(C(=O)Nc2ccc(Cl)c(Cl)c2)CCN1C(=O)CCC1CCCC1 (stereo not given)
→ i	0.0
COc1cc(C(=O)NCCCNC(=O)c2cc(OC)c(OC)c(OC)c2)cc(OC)c1OC
→ i	0.7
COC(=O)C(C(=O)OC)c1ccccc1NS(=O)(=O)c1c(C)cc(C)cc1C
→ i	1.5
O=C(NCc1ccccc1F)Nc1nnc([C@H]2C[C@H](O)[C@@H](CO)O2)s1
→ i	0.7
Cc1cc(Cl)ccc1OCCCC(=O)OCC(=O)Nc1cccc(S(N)(=O)=O)c1
→ i	2.0
C#CCN(C[C@@H]1[C@@H](OC(=O)NC2CC2)[C@@H](OC(=O)NC2CC2)CN(C(=O)OC(C)C)N1C(=O)OC(C)C)S(=O)(=O)c1ccc(C)cc1
→ i	1.7
NC(CCc1ccccc1)c1csc(Nc2ccc(C(=O)c3ccccc3)cc2)n1 (stereo not given)
→ i	1.2
O=C1C(Cc2ccccc2)Nc2ncnc(N3CCOCC3)c2N1Cc1ccc(Br)cc1 (stereo not given)
→ i	1.0&0.5
COc1ccc(NC(=O)C[C@H]2C(=O)N(c3ccccc3)C[C@@H]2CSC)cc1
→ i	0.7
CCCCCCN1C[C@H](O)[C@@H](n2cc(-c3ccc(F)cc3)nn2)C[C@@H]1c1ccc(C)cc1
→ i	1.0
Cn1ccc2c(-c3cccnc3)cc3c(c21)C1CCC3O1 (stereo not given)
→ i	1.2
COc1ccc(C(=O)CN2C(=O)NC3(CCCCCC3)C2=O)c(OC)c1
→ i	0.7
CN1C(=O)[C@H]2[C@@H](c3ccccc3)N[C@]3(CCCN(Cc4ccc(F)cc4)C3=O)[C@H]2C1=O
→ i	1.0
CC(=O)Nc1cccc(NC(=O)CSc2nc(=O)n(CCN3CCOCC3)c3c2CCCC3)c1
→ i	0.4
Cc1ccc(S(=O)(=O)N2CCCCC2C(=O)Nc2ccc(N(C)C)cc2)cc1 (stereo not given)
→ i	2.2
CC1(C(=O)NCC2CCCCC2)CCN1CCc1ccccc1 (stereo not given)
→ i	1.0
Cc1cccc(CCN2CCN=C2Nc2ccccc2)c1
→ i	0.3
CCc1ccc2c(c1)C(=O)C[C@]1(CCC[C@H](C)C1)O2
→ i	0.6
Cc1cc(C)cc(C(O)c2ncc(-c3ccccc3C)[nH]2)c1 (stereo not given)
→ i	2.4

# Record cards, from the list above. Values in the order: Myeloid diff MLP, Myeloid diff MLP GFP+ MAC1+ %
# Results for O=C(NN=Cc1cc([N+](=O)[O-])ccc1O)c1cccc2ccccc12 : i, 4.9
# Results for CC1(C(=O)NS(=O)(=O)c2ccc(Br)cc2)CCN1C(=O)Cc1cccs1 (stereo not given) : i, 0.5
# Results for CCn1ncc(CN2CCC(n3nccc3NC(=O)c3ccccc3Cl)CC2)c1C : i, 1.4
# Results for Cc1cc(Cl)ccc1OCCCC(=O)OCC(=O)Nc1cccc(S(N)(=O)=O)c1 : i, 2.0
# Results for CC[C@@]1(C(=O)OC)N[C@H](CN(C)C(=O)Nc2ccc(C)cc2)[C@@H]2C(=O)N(Cc3ccccc3)C(=O)[C@@H]21 : i, 0.3

# (list continues)
# Fields – Myeloid diff MLP	Myeloid diff MLP GFP+ MAC1+ %
CCC(C)Sc1ccc(-c2nc3ccccn3c2NCc2ccccc2)cc1OC (stereo not given)
→ i	0.3
Cc1ccc(NC(=O)CNC(=O)c2ccc(OC(F)F)cc2)cc1S(=O)(=O)N1CCCCCC1
→ i	0.6
COc1cccc(NC(=O)C2(C)CCN2C(C)C)c1OC (stereo not given)
→ i	1.2
O=c1[nH]c(Nc2ccccc2)cc2cc(Br)ccc12
→ i	0.3
N#Cc1ccc(-c2nc3ccc(Br)cn3c2Cc2ccccc2)cc1
→ i	0.8
O=C(NNC(=O)c1ccccc1O)c1ccc(NS(=O)(=O)c2ccc(F)cc2)cc1
→ i	1.0
CC(C)Oc1ccc(CN2CCC2(C)C(=O)Nc2cccc3cccnc23)cc1 (stereo not given)
→ i	1.0
CCN(CC)C(=O)c1ccc(Cc2cn(C)c3ccccc23)nc1
→ i	1.7
CC(C)(C)CCN1CCC(CN2CCNC(=O)C2=O)CC1
→ i	1.2
COc1ccccc1-c1sc2cc3c(cc2c1-c1ccc(OCCN2CCCCC2)cc1)OCO3
→ ?	.
COc1ccc(S(=O)(=O)NCc2ccncc2)cc1NC(=O)c1ccccc1F
→ i	0.5
Cc1ccc(S(=O)(=O)N2CC(O)C[C@H]2C(=O)OCC(=O)Nc2ccc(N3CCOCC3)cc2)cc1C (stereo not given in full)
→ i	0.7
O=C(N/N=C/c1c(O)ccc2ccccc12)C(=O)N1CCCC1
→ ?	.
C[C@H](CO)N1C[C@H](C)[C@@H](CN(C)Cc2ccc(C(=O)O)cc2)Oc2c(NS(=O)(=O)c3cccs3)cccc2C1=O
→ i	2.7
O=C(COc1ccc(Cl)cc1)Nc1cccc(S(=O)(=O)NC2=NCCCCC2)c1
→ i	1.1
Cc1ccc(C2(C)NC(=O)N(CC(=O)N3CCN(S(=O)(=O)c4ccccc4[N+](=O)[O-])CC3)C2=O)cc1 (stereo not given)
→ i	1.3
